HepG2 tox: qHTS for Inhibitors of TGF-b: Cytotox Counterscreen. HepG2 CAGA-GFP viability, ATP luminescence, 18 h. Potency, µM (doses to about 46.1 µM), for inactives: at the top dose activity change, negative = cytotoxicity, actives largely listed as cytotoxic. hit rate 0.76% among 410,000. AID 588856, 2011; further: potency means the concentration at half of the fitted maximal effect; some results filed as inactive show a strong effect at the top dose
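HepG2 CAGA-GFP cells (1000/well, DMEM with 1% FBS) received compound, then TGF-beta at 500 pg/mL final, and were incubated 18 hours at 37 degrees C. Viability was read by CellTiter-Glo luminescence. Media-only wells were set as complete cell-killing and DMSO as no toxicity.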
Nrf2 ARE act: qHTS of Nrf2 Activators; AREc32 ARE-luciferase reporter (MCF7-derived line), luminescence, 24 h; Potency, µM (series often up to 46.1 µM), inactives show top-dose activation, usual class: activators; hit rate 0.31% among 410,000; AID 624171, 2012; further: potency means the concentration at half of the fitted maximal effect; % of control where 0% means no effect; nearly all actives have a fitted effect of over 65% in size
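Luciferase luminescence (Steady-Glo, 30 min at room temperature) served as the read-out of ARE activation in AREc32 cells treated with compounds for 24 hr at 37 deg C.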
pAkt inh: HTS Assay for Inhibitors of Akt Phophorylation: Primary Screen | AID 651550, 2012 | activity change, % for hits at 50 µM | Neuro2A IGF-stimulated pAkt S473 HTRF, 20 min; stronger effect = lower value | hit rate 0.32% among 360,000; in the data active means activity change below about -80%; inconclusive means mostly about -51% to -80%; further: on the % scale 0 is the no-effect control and ±100 the full control effect
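Single-point screen (50 µM final compound) in Neuro2A cells stimulated 20 min with 6 nM IGF at 37 deg C. After lysis, Ser473-phosphorylated Akt read by HTRF (ex 330 nm, em 615/665 nm) as the 665/615 ratio.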
Abeta yeast res: qHTS for compounds that reverse cellular toxicity of Amyloid beta (A-beta) peptide in yeast: Primary Screen. yeast expressing A-beta42, growth rescue, OD600, 48 h; response scale: 0% DMSO, 100% iron-clioquinol control. Potency, µM (titrated, usually from 46.1 µM), for inactives: at the top dose growth rescue, hits mostly activators. hit rate 0.063% among 410,000. AID 1347071, 2019; further: potency means the concentration at half of the fitted maximal effect; nearly all actives have a fitted effect of over 55% in size
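Yeast growth medium received pinned compounds, then yeast cells expressing toxic A-beta were added; plates incubated at 30 C for 48 hr. Growth read as absorbance at 600 nm, normalized to DMSO and equimolar FeCl3 plus clioquinol controls.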
TGFb SMAD3 inh: qHTS for Inhibitors of TGF-b; HepG2 CAGA-GFP TGF-b/SMAD3 reporter, GFP fluorescence, 18 h; TGF-beta stimulated, 500 pg/mL final; Potency, µM (doses to about 46.1 µM), without a hit: at the top dose activity, negative = inhibition, usual class: inhibitors; hit rate 1.2% among 410,000; AID 588855, 2011; further: potency means the concentration at half of the fitted maximal effect; on the % scale 0 is the no-effect control and ±100 the full control effect; nearly all actives have a fitted effect of over 65% in size
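TGF-beta reporter screen: HEPG2 CAGA-GFP, 1% FBS, 500 pg/mL TGF-beta final, 18 h; per-cell GFP summed per well; curves fitted and categorized by class.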
A549 tox: Nrf2 qHTS screen for inhibitors: counterscreen for cytotoxicity; A549 ARE-Fluc cells, CellTiter-Fluor viability, 18-24 h; Potency, µM (doses to about 46 µM), without a hit: at the highest dose activity change, negative = cytotoxicity, most hits filed as inhibitors; hit rate 0.16% among 390,000; further: potency means the concentration at half of the fitted maximal effect; on the % scale 0 is the no-effect control and ±100 the full control effect
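A549 ARE_Fluc cells in 5% FBS OPTI-MEM were exposed to compounds in concentration-response for 18-24 h at 37 deg C. Viability was read by CellTiter-Fluor fluorescence (Ex 405/Em 525) after 30 min, before the luciferase read.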
CCT chaperon mod: High-Throughput Screening for Modulators of Cytosolic Chaperonin Activity; purified chaperonin ATPase assay, HTRF ADP detection, 30 min; activity change, % (concentration not given with the values), hits read low; hit rate 0.3% among 360,000; AID 651819, 2012; in the data active means activity change below about -30%; further: on the % scale 0 is the no-effect control and ±100 the full control effect
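We incubate TRiC, 40 or 20 nM final, with library compounds at 76 uM and 10 uM ATP for 30 min at 37 °C. ADP formed is detected with Transcreener HTRF reagents after 30 min at room temperature.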
Nrf2 inh: Nrf2 qHTS screen for inhibitors | Potency, µM (series often up to 46 µM), inactives show at the highest dose activity change, negative = inhibition, actives largely listed as inhibitors | hit rate 2.1% among 360,000 | A549 ARE-Fluc reporter, luciferase luminescence, 18-24 h | AID 504444, 2011; further: potency means the concentration at half of the fitted maximal effect; on the % scale 0 is the no-effect control and ±100 the full control effect; nearly all actives have a fitted effect of over 60% in size
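A549 ARE_Fluc cells (5000/well, 5% FBS OPTI-MEM) pre-incubated 2 h, then treated with compounds 18-24 h at 37C/5% CO2 in concentration-response. CellTiter-Fluor viability read first; BugLite luciferase luminescence after 15 min at room temperature gives Nrf2 activity.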
Mm-Cpn inhibitor: Inhibitors of TCP-1 ring complex (TRiC) of Methanococcus maripaludis (MmCpn): qHTS. hit rate 0.031% among 330,000. AID 504842, 2011. Chaperonin Mm-Cpn (Methanococcus maripaludis). Potency, µM (doses to about 76.9 µM), inactives show at the highest dose activity, negative = inhibition, actives largely listed as inhibitors. purified Mm-Cpn ATPase, ADP Transcreener TR-FRET; further: potency means the concentration at half of the fitted maximal effect; on the % scale 0 is the no-effect control and ±100 the full control effect; nearly all actives have a fitted effect of over 80% in size
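Purified archaeal Mm-CPN (25nM final) preincubated 10 min at 37degC with compound, then 10uM ATP for 30 min at 37degC; ADP measured by HTRF Transcreener TR-FRET; buffer 30 mM TRIS pH 7.4, 100mM KCl, 5mM MgCl2, 1mM DTT.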
Starred values were filed as active, the others as inactive; i = inactive; ? = inconclusive; . = no result given; & = joins results of further samples; [ ] = dose if it differs, or a comment. Unless noted, the call rests on the fitted dose curve; in most records, active means well fitted curve in the direction sought with a large enough effect; inconclusive means small, poorly fitted or top-dose-only effect, or another doubt; inactive means no such curve, though single readings can be large; an effect the other way counts as inactive or inconclusive.

SMILES	HepG2 tox	Nrf2 ARE act	pAkt inh	Abeta yeast res	TGFb SMAD3 inh	A549 tox	CCT chaperon mod	Nrf2 inh	Mm-Cpn inhibitor
CC1=C(C)CC(C(=O)NCCc2ccccc2)C(C(=O)O)C1 (stereo not given)	-11%	0.1%	i	16%	-27%	2%	0.0	10%	-1%
O=C(Nc1ccccc1N1CCCC1)c1cc(=O)[nH]c2ccccc12	-22%	0.0%	i	4%	-5%	1%	-1.0	-12%	-4%
CCc1ccc(S(=O)(=O)N2CCN(C(=O)c3cccnc3)CC2)cc1	-103%	-0.1%	i	-4%	7%	0%	1.3	?	-1%
O=C(Cn1c(=O)n(Cc2ccc(C(=O)NCc3ccccc3Cl)cc2)c(=O)c2ccccc21)Nc1ccc(F)cc1	5%	0.3%	.	-21%	5%	0%	.	-11%	.
COc1cccc(CNCc2ccccc2Br)c1OC	-17%	0.1%	i	12%	-1%	3%	0.8	3%	-5%
COc1cc(/C=N/Nc2nncn2/N=C/c2ccc(O)c(OC)c2)ccc1O	10µM*	2.8%[9.22 µM]	i	-2%	4%	-2%	0.2	11%	5%
C=CCC(NC(C)c1ccccc1)c1ccco1 (stereo not given)	-5%	0.1%	.	-11%	-10%	12%	-1.7	.	0%
Cc1cc(C)cc(Nc2ncnc3c2nc2n3CCCC2)c1	-11%	0.2%	.	-11%	-23%	7%	.	-26%	.
COc1ccccc1CN1CC(C(=O)N2CCC(C(=O)c3ccccc3)CC2)CCC1=O (stereo not given)	-23%	7.0%	.	-1%	-22%	-6%	1.6	?	-22%
Cc1ccc(NC(=O)c2ccc3oc(=O)c(S(=O)(=O)c4ccccc4)cc3c2)cc1C	-95%	0.3%	.	-18%	-4%	-6%	.	7%	.
O=C(c1nc2ccccn2c1CNCC1OCCc2ccccc21)N1CCOCC1 (stereo not given)	-13%	-0.3%	i	-10%	-2%	-2%	-5.1	7%	-7%
CC(=O)c1cnn(-c2ccc(Cl)c(Cl)c2Cl)c1C	-79%	0.3%	i	-4%	-10%	1%	0.5	-4%	2%
CCCN(CCC)CCNC(=O)C1CC(=O)N(c2ccc(OC)cc2)C1c1ccc(OC)cc1 (stereo not given)	-3%	-0.4%	i	11%	-2%	24%	0.5	4%	0%
Brc1ccc(-c2nnc3n2-c2ccccc2CC3)cc1	2%	0.5%	i	-44%[inhibitor]	-6%	-2%	-2.0	-9%	0%
CC1=C(C(=O)Nc2ccccc2Br)C2(CCC(C)CC2)OC1=O (stereo not given)	3%	-0.3%	.	-3%	.	0%	.	11%	.
CCCCCn1c(=O)c(C(=O)c2ccccc2)nc2ccccc21	6%	-0.3%	i	24%	21%	-16%	0.0	-29%	-4%
Cc1c(C(=O)NCCC#N)sc(=O)n1Cc1ccccc1F	7%	-0.1%	i	-14%	12%	.	-0.6	.	.
O=S(=O)(/N=C(/Nc1cccc2ccccc12)c1ccccc1)c1ccc(Br)cc1	-1%	3.3%	i	-4%	-4%	11%	-1.4	1%	0%
COc1ccccc1N(C(=O)CNC(=O)c1ccco1)C(C(=O)NC1CCCCC1)c1ccncc1 (stereo not given)	2%	-0.4%	i	-13%	1%	2%	-1.3	-9%	1%
COCOc1cccc(CN2CCC(C)(Oc3ccc(SC)cc3)C2)c1 (stereo not given)	-20%	3.8%	i	-8%	0%	.	2.5	.	.
CCOC(=O)CC(NS(=O)(=O)c1ccc(OC)c(OC)c1)c1cccc([N+](=O)[O-])c1 (stereo not given)	-8%	0.0%	i	17%	-3%	-6%	-3.0	-8%	?
CC(C)c1ccc(C(=O)NCCCN2CCN(CCCNC(=O)c3ccc(C(C)C)cc3)CC2)cc1	18µM*	0.5%[9.22 µM]	i	9%	14µM*	?	-0.5	-15%	1%
O=C1CCN=C(Nc2ccc(F)cc2)N1Cc1ccccc1	-2%	-0.5%	i	9%	0%	0%	-4.5	-6%	-1%
O=[N+]([O-])c1ccc(CNCc2cc(Cl)ccc2O)cc1	-12%	25%	i	1%	-21%	5%	0.3	21%	-1%

For reference, part of the list above:
SMILES	HepG2 tox	Nrf2 ARE act	pAkt inh	Abeta yeast res	TGFb SMAD3 inh	A549 tox	CCT chaperon mod	Nrf2 inh	Mm-Cpn inhibitor
Cc1c(C(=O)NCCC#N)sc(=O)n1Cc1ccccc1F	7%	-0.1%	i	-14%	12%	.	-0.6	.	.
O=S(=O)(/N=C(/Nc1cccc2ccccc12)c1ccccc1)c1ccc(Br)cc1	-1%	3.3%	i	-4%	-4%	11%	-1.4	1%	0%
COc1ccccc1N(C(=O)CNC(=O)c1ccco1)C(C(=O)NC1CCCCC1)c1ccncc1 (stereo not given)	2%	-0.4%	i	-13%	1%	2%	-1.3	-9%	1%
COCOc1cccc(CN2CCC(C)(Oc3ccc(SC)cc3)C2)c1 (stereo not given)	-20%	3.8%	i	-8%	0%	.	2.5	.	.
CCOC(=O)CC(NS(=O)(=O)c1ccc(OC)c(OC)c1)c1cccc([N+](=O)[O-])c1 (stereo not given)	-8%	0.0%	i	17%	-3%	-6%	-3.0	-8%	?
CC(C)c1ccc(C(=O)NCCCN2CCN(CCCNC(=O)c3ccc(C(C)C)cc3)CC2)cc1	18µM*	0.5%[9.22 µM]	i	9%	14µM*	?	-0.5	-15%	1%
O=C1CCN=C(Nc2ccc(F)cc2)N1Cc1ccccc1	-2%	-0.5%	i	9%	0%	0%	-4.5	-6%	-1%
O=[N+]([O-])c1ccc(CNCc2cc(Cl)ccc2O)cc1	-12%	25%	i	1%	-21%	5%	0.3	21%	-1%

The listing continues.
SMILES	HepG2 tox	Nrf2 ARE act	pAkt inh	Abeta yeast res	TGFb SMAD3 inh	A549 tox	CCT chaperon mod	Nrf2 inh	Mm-Cpn inhibitor
Cc1ccccc1-n1c(SCC(=O)Nc2ccc(Cl)cc2Cl)nc(O)cc1=O	6%	4.4%	.	-27%	-2%	-6%	.	1%	.
CC(C(=O)NC1CC1)c1ncc(C(F)(F)F)cc1Cl (stereo not given)	-1%	0.4%	i	-14%	1%	-6%	-3.3	2%	-1%
COc1ccc(CN2C(=O)CCC2(C)c2nnnn2-c2c(C)cccc2C)cc1OC (stereo not given)	.	0.0%	i	-10%	.	.	-0.3	.	.
NC(=O)c1ccsc1NC(=O)COC(=O)[C@@H]1CCCN1C(=O)c1cccs1	-15%	?	i	0%	-14%	-2%	-0.7	-12%	.
CC(c1ccon1)N(C)C(=O)CCc1nnc(C2(c3ccc(Cl)cc3)CCC2)o1 (stereo not given)	5%	0.0%	i	4%	-18%	8%	0.2	?	1%
Cc1cccc(OCC(=O)Nc2ccc(N3CCCC3)cc2)c1C	-3%	-0.2%	i	-19%	0%	7%	-1.5	6%	-1%
O=c1cc(O)c(-c2ccc(Cl)c(Cl)c2)c(Cl)[nH]1	-8%	0.0%	i	4%	-18%	1%	-3.3	?	1%
CCn1c(-c2ccsc2)nc2c1c(=O)[nH]c(=O)n2Cc1ccccc1	-17%	0.1%	i	2%	-9%	?	-0.2	5%	0%
COc1cccc(NC(=O)CN(C)C(C)C(=O)Nc2ccc(S(=O)(=O)N3CCCC3)cc2)c1 (stereo not given)	16%	0.0%	i	12%	-16%	-10%	-0.1	?	-5%
COc1cc(C#N)ccc1OCC(=O)NCCC1=CCCCC1	0%	-1.1%	i	-6%	1%	0%	0.3	3%	0%
N#Cc1ccccc1NC(=O)c1cccc(COc2ccc(Cl)cc2Cl)c1	-20%	0.0%	i	?	2%	1%	0.6	?	-6%
CC(=O)Nc1ccc(N2C(=O)CSC2c2ccc(F)cc2)cc1 (stereo not given)	-4%	-0.7%	i	-1%	9%	2%	1.7	-2%	2%
COc1ccc(-c2nn3c(-c4ccccc4)nnc3s2)cc1OC	-17%	2.8%	i	-12%	-1%	5%	-3.6	.	?
Cc1ccc2c(c1)c(-c1ccccc1)nc1nncn12	-16%	2.7%	i	2%	-5%	-2%	-2.2	-15%	0%
O=C(C1CCC(=O)N(C2CCCC2)C1)N1CCN(Cc2cccc(Cl)c2)CC1 (stereo not given)	-23%	-0.1%	i	2%	-2%	2%	0.8	23%	-4%
COC(=O)c1ccsc1NC(=O)CSc1nnnn1Cc1ccccc1	-3%	7.9µM*	i	9%	?	6%	3.0	-7%	-1%
CC(C)(C)[C@H]1CCC(=O)N([C@H](CN=[N+]=[N-])Cc2ccccc2)CC1	-26%&-26%	-1.0%	i	3%	?	1%	-0.9	5%	1%
O=S(=O)(/N=C(\c1ccc(Cl)cc1)N1CCOCC1)c1ccccc1	0%	2.0%	i	-8%	13%	1%	1.1	-13%	1%

Assay outcomes from PubChem BioAssay.
